Compound activity: PubChem BioAssay, several laboratories
HTR1E agonist – 5-HT1E (human) receptor agonism; P28566; CHO 5-HT1E Ga15 NFAT-bla reporter, FRET; 0% DMSO wells, 100% control agonist wells; activation, % at 6 µM; hit rate 0.69% among 65,000;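 active = activation above a set limit, the screen-wide mean activation plus 3 SD, cut at about 8.5% in these data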;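 also: 100% = positive control agonist at 1 µM giving full maximal response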
HTR1E antagonist – 5-HT1E (human) receptor antagonism; hit rate 0.99% among 65,000; AID 571; inhibition, % at 6 µM; CHO 5-HT1E Ga15 NFAT-bla reporter, FRET, antagonist; P28566;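 active = inhibition above a set limit, the mean inhibition across every tested compound plus 3 SD, cut at about 29% in these data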;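 also: signal is the 460 over 535 nm emission ratio of beta-lactamase substrate; 0% = agonist plus DMSO wells and 100% = wells without agonist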
5-HT1A blocker – 5-HT1a (human) receptor antagonism; hit rate 0.68% among 62,000; P08908; inhibition, % at 10 µM; CHO 5-HT1a Ga15 NFAT-bla reporter, antagonist mode; AID 612;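 active = inhibition above the mean of all tested compounds plus 3 SD, cut at about 43% in these data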;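 also: receptor stimulated by 5-CT agonist at 100 nM near EC80; beta-lactamase reporter measured by ratiometric fluorescence of a cleavable substrate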
S1P3 agonist – agonists of human S1P3 receptor; Q99500; S1P3 NFAT-BLA reporter cells, agonism, FRET ratio; relative to 1 µM S1P, basal subtracted; activation, % at 4.5 µM; hit rate 0.1% among 60,000;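 active = activation above the screen-wide mean plus 3 SD, cut at about 4.5% in these data, passing the limit was not always enough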; also: some compounds called inactive have numbers as strong as hits
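Benchmarks: high control 1 µM S1P / System: stable CHO line with human S1P3, Gα16, NFAT-BLA reporter / Dosing: single compound concentration, 4.5 µM final / Timing: 4 h compound at 37 °C, 2 h substrate at RT / Measured by: FRET β-lactamase substrate fluorescence, excitation 405 nm, 460/535 nm emission ratio, background-subtracted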
S1P1 ag-PAM – activates or potentiates agonism at human S1P1 receptor. activation, % at 9.5 µM. P21453. S1P1 CRE-bla cells, forskolin, beta-lactamase FRET, potentiator mode; S1P1 agonist co-added at EC20, 2 nM; 100% = saturating reference agonist, 0% = basal. hit rate 0.57% among 56,000;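 active = activation above a cutoff set at the mean activation of all tested compounds plus 3 SD, cut at about 54% in these data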;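 also: forskolin at 4 µM as EC80 and the EC20 agonist is SEW2871; 100% = SEW2871 at its EC100 plus forskolin at EC80; some compounds past the cut are filed as inactive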
Target sequence (P21453 whole entry, looked up): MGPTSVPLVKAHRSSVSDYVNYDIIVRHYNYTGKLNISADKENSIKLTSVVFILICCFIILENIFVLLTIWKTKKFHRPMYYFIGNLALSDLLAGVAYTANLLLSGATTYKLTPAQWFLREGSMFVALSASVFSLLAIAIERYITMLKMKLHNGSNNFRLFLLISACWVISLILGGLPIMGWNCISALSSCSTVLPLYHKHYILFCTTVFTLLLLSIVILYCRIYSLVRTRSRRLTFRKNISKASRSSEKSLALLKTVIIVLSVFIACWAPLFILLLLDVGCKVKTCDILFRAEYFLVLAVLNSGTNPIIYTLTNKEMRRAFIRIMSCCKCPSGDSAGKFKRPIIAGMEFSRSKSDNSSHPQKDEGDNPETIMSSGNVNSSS
HTR1A agonist – 5-HT1a (human) receptor agonism | P08908 | CHO 5-HT1a Ga15 NFAT-bla reporter, FRET ratio; 0% basal, 100% maximal reference agonist | activation, % at 10 µM | hit rate 0.56% among 65,000;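 active = activation above the screen-wide mean activation plus 3 SD, cut at about 19% in these data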;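 also: 0% = DMSO wells and 100% = 5-CT at EC100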
M1 antagonist – M1 muscarinic receptor (rat) antagonism; P08482; CHO-M1 cells, Fluo-4 calcium, ACh EC80 antagonist mode; hits give low values; B-score at 10 µM; hit rate 3.4% among 64,000; AID 628;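 active = calcium fluorescence response, raw or row-and-column corrected B-score, differing from the plate sample mean either way at a set confidence level, mostly lower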
Target sequence (P08482 whole entry, looked up): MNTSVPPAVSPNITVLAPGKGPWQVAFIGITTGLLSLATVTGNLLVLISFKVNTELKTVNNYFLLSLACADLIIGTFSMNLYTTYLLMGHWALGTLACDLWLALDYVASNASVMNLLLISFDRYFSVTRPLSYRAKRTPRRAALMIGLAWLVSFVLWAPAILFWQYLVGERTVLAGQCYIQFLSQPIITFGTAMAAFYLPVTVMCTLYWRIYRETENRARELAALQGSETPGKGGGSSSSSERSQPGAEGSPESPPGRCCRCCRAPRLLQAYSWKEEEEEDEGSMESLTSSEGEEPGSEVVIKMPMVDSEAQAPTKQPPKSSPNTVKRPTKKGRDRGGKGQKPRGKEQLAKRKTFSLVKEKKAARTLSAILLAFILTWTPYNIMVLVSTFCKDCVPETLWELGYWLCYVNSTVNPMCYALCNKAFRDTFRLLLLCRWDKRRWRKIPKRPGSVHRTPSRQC
M1 ag – M1 muscarinic receptor agonism; CHO-M1 cells, Fluo-4 calcium fluorescence, agonist mode; hits give high values; B-score at 10 µM; hit rate 3% among 64,000; AID 626;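 active = fluorescence rise, raw or as B-score row- and column-corrected plate score, outside the 99.7% band of its plate's samples, either direction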
Jurkat tox 60K – cytotoxicity toward Jurkat cells | Jurkat E6.1 viability, ATP luminescence, 48 h | inhibition, % at 4 µM | hit rate 1.2% among 56,000;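 active = inhibition above the mean inhibition of all tested compounds plus 3 SD, cut at about 28% in these data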
* hit, by the source's call; nt = not tested or not shown.

SMILES	HTR1E agonist	HTR1E antagonist	5-HT1A blocker	S1P3 agonist	S1P1 ag-PAM	HTR1A agonist	M1 antagonist	M1 ag	Jurkat tox 60K
COc1ccc(C2C3=C(CC(C)(C)CC3=O)Nc3n[nH]c(C)c32)cc1 (configuration not stated)	-0.6	1	-2	nt	nt	-0.1	0.24	0.0034	nt
COc1ccc2cc3cc(C(=O)NCCN4CCc5ccccc5C4)oc3nc2c1	0.4	0	13	-1.6	6	0.0	-0.75	0.93	9
CN1CCN(C(=O)c2cnn(-c3ccccc3)c2NC(=O)c2ccccc2F)CC1	-1.1	13	8	-1.6	-4	-4.5	0.23	0.48	11
O=C(NCc1nnc(SCC(=O)N2CCCC2)o1)c1ccccc1F	-0.6	1	-4	nt	nt	-4.2	-1.1	-0.5	nt
N#CCCn1c(SCC(=O)NCC2CCCO2)nc2ccccc21 (configuration not stated)	0.5	-10	4	1.2	-12	-1.5	-0.77	-0.044	-5
O=C1CC(N(O)c2ccccc2)C(=O)N1c1cc(Cl)cc(Cl)c1 (configuration not stated)	0.2	-2	6	-0.1	-24	-0.3	0.4	0.26	1
CCOc1ccccc1C1C(C(=O)Nc2ccccc2OC)=C(C)Nc2nnnn21 (configuration not stated)	-0.8	-10	-3	0.3	12	1.1	-0.23	0.12	2
COC(=O)CN1C(=O)C(C)(C)Oc2ccc(C(=O)NC3CC3)cc21	-0.3	8	6	-0.2	2	-0.2	-0.55	0.17	2
NC1=NC(c2ccc(F)cc2)n2c(nc3ccccc32)N1 (configuration not stated)	0.0	0	-3	-0.2	-3	-2.6	0.97	0.84	0
Cc1cccc(NC(=O)CSc2nnc(-c3ccccc3)n2N)c1	0.1	-4	-7	nt	nt	1.9	0.58	-1.4	nt
COc1cc2c(=O)n(Cc3ccco3)c(=O)n(CC(=O)c3ccc(Br)cc3)c2cc1OC	-0.7	-14	1	-1.0	-10	3.2	-0.23	-0.61	0
CNC(=O)N(O)C1N(C)C(=O)N(CC(=O)OC)C1(C)C (configuration not stated)	0.7	-2	-11	0.1	-12	0.8	-0.31	-1.3	-8
C[C@H](CCC(=O)O)[C@H]1CC[C@H]2[C@@H]3C(=O)C[C@@H]4CC(=O)CC[C@]4(C)[C@H]3CC(=O)[C@]12C	0.9	-2	nt	-0.4	19	0.9	-0.017	-0.65	nt
CCOC(=O)C(C(=O)Nc1ccccc1)C1CCCCC1 (configuration not stated)	0.1	-10	20	-1.4	1	3.9	-0.26	-0.46	0
O=C(O)CCC(NS(=O)(=O)c1ccc(N2CCCC2=O)cc1)C(=O)O (configuration not stated)	0.2	1	2	-0.1	-14	-2.6	0.64	0.28	1
Cc1c(Cl)cccc1N(CC(=O)O)S(C)(=O)=O	0.5	-8	4	-0.6	nt	-1.7	-0.82	0.69	-3
CSc1nnc(CNC(=O)c2ccccc2)n1-c1cccc(C)c1	0.0	2	10	0.1	-10	-3.4	0.26	-0.099	-4
COc1ccccc1NC(=O)CSc1nc2ccccc2c(=O)n1CCNC(C)=O	0.4	0	-2	-0.4	6	2.3	0.052	-0.98	-8
COCCNC(=O)CSc1ccc(C)cc1	-0.2	-21	2	-0.8	-10	0.0	0.21	0.13	2
COc1ccccc1Nc1nc(N)nc(CN2CCN(c3ccccc3F)CC2)n1	2.5	-8	9	-1.5	9	-0.8	0.35	0.4	4
COCn1c(-c2ccc(OC)c(OC)c2)nc2ccccc21	-0.2	0	-6	0.1	-20	-3.5	0.36	0.37	1
COC(=O)c1cc(OC)c(OC)cc1NC(=O)Cn1nnc(-c2ccccc2Cl)n1	0.5	-2	18	-2.1	nt	-4.4	0.32	1.3	2
O=S(=O)(c1cccs1)N1CCc2ccccc2C1	0.6	2	-1	-0.3	nt	-0.2	0	0	0
O=C(OCC(=O)N1CCN(C(=O)c2ccco2)CC1)c1cc(=O)c2ccccc2o1	0.9	-2	7	0.4	2	-2.1	0.53	0.18	-6
CCOC(=O)N1CCN(Cc2nc3c(c(=O)n(C)c(=O)n3C)n2Cc2ccc(F)cc2)CC1	-0.8	-1	-5	1.6	-51	1.7	0.4	-0.2	-7
SMILES	HTR1E agonist	HTR1E antagonist	5-HT1A blocker	S1P3 agonist	S1P1 ag-PAM	HTR1A agonist	M1 antagonist	M1 ag	Jurkat tox 60K
CC12CCC(=O)N1c1ccccc1C(=O)N2c1ccccc1 (configuration not stated)	-0.8	-10	8	-0.7	-26	0.1	2.3*	1.1	1
Cc1cccc(-c2nsc(SCC(=O)N3CCCC3)n2)c1	-0.2	-5	-12	-0.4	-19	-0.7	0.058	1.2	-2
O=C(Nc1ccc2sccc2c1)c1ccc(Cl)s1	-0.7	14	22	-0.1	17	-0.6	-0.15	-0.58	-3
CC(=O)Oc1ccc2oc(=O)c3c(c2c1)CCCN3C(=O)CN1CCN(c2ncccn2)CC1	-0.8	-9	-11	1.0	-44	-3.8	0.12	0.39	7
COc1ccc(N2C(C)=CS/C2=C(/C#N)c2nnc(N3CCOCC3)n2-c2ccccc2)cc1	0.1	4	-4	-0.8	-1	-3.1	0.67	-0.026	2
COC(=O)C1=CN(CC2CCCO2)C=C(C(=O)OC)C1c1cc(OC)c(OC)c(OC)c1 (configuration not stated)	1.0	8	-2	nt	nt	5.3	0.0013	0.89	nt
Cc1sc2ncnc(NCC(c3ccco3)N(C)C)c2c1C (configuration not stated)	-1.2	12	-1	-0.9	-1	-2.4	-21*	-0.81	7
COc1cccc(C2Nc3ccccc3C(=O)N2O)c1O (configuration not stated)	-1.3	-10	-16	0.0	-8	-1.3	0.84	1.3	-2
Cc1ccc(C2C(C#N)=C(N)SC(N)=C2C#N)c(C)c1	1.1	4	6	-1.0	5	-1.0	-0.03	11*	2
Cn1c(NCc2ccccc2O)nc2ccccc21	-0.5	1	5	-0.8	nt	-1.3	-0.38	-0.6	2
Cc1cc2c(N3CCCCC3C)ncnc2s1 (configuration not stated)	-1.3	15	5	-1.2	34	-3.5	-0.93	3.5*	16
Cc1ccc(C(=O)Nc2ccc(S(=O)(=O)N3CCc4ccccc4C3)cc2)o1	0.1	9	15	-1.2	44	-2.9	0.14	0.21	11
CCc1ccc(NC(=O)C2CC(=O)N=C(N)S2)cc1 (configuration not stated)	-0.3	-4	-5	0.0	-10	-2.4	0.45	0.87	0
O=C(Nc1ccccc1)Nc1ccc(S(=O)(=O)N2CCCCC2)cc1	0.3	6	-5	-1.1	nt	-0.2	-0.67	3.5*	0
C=CCn1c(SCC(=O)NC(=O)NCc2ccco2)nc2sc(C)c(C)c2c1=O	0.9	9	-6	-0.4	-44	4.0	2.2	0.18	0
O=C(Cn1cc(/C=N/O)c2ccccc21)N1CCOCC1	-2.6	-7	8	-1.1	1	-3.3	-2.2*	-0.67	5
CC1CCN(CCNC(=O)c2ccc3c(=O)n(CCc4ccccc4)c(=O)[nH]c3c2)CC1	-0.3	7	0	nt	nt	-2.1	0.17	-2*	nt
Cc1ccc(-c2nn(C)c(=O)c3ccccc23)cc1CNC(=O)c1ccco1	-0.4	15	14	nt	nt	-0.8	-1.2	1.3	nt
COc1ccc(S(=O)(=O)NCCSCc2ccco2)cc1Cl	-0.2	9	-4	0.2	-2	-3.5	-0.72	1.1	1
Cc1cc(C)nc(NC(=NCCc2c[nH]c3ccccc23)NC(=O)c2ccco2)n1	1.7	17	-7	0.4	14	2.4	0.31	0.16	-6
CCN1C(=O)CC(c2ccco2)Sc2ccccc21 (configuration not stated)	-0.8	8	-13	-0.9	-17	-2.8	-0.46	0.64	7
Cn1nc(-c2ccc(Cl)cc2)c2cc(C(=O)N3CCN(C(=O)c4ccco4)CC3)sc21	1.1	-9	1	-1.1	-21	2.8	0.52	0.076	7
O=S(=O)(Nc1ccccn1)c1ccc(C2CCCCC2)cc1	-1.0	-1	14	-0.4	-6	1.0	nt	nt	7
O=C(c1ccccc1Cl)N1CCN(c2ccccn2)CC1	-0.5	12	6	0.4	0	-2.5	0.086	-0.81	1
Cc1cccc(CCNS(=O)(=O)c2cnc[nH]2)c1	0.9	3	-1	-1.0	4	-4.8	-0.25	0.031	-1
SMILES	HTR1E agonist	HTR1E antagonist	5-HT1A blocker	S1P3 agonist	S1P1 ag-PAM	HTR1A agonist	M1 antagonist	M1 ag	Jurkat tox 60K
CCC(CC)COC(=O)C(C#N)c1nc2ccccc2nc1N1CCOCC1 (configuration not stated)	1.1	11	-1	-0.4	-1	-5.3	0.035	0.62	-4
CCOC(=O)C1CCN(Cc2nc3ccc(Cl)cc3n2CCO)CC1	0.4	-4	-5	-0.7	-10	-1.1	-0.93	0.026	1
O=C(Cc1c(O)c2ccccc2[nH]c1=O)NC1CCCCCC1	-0.3	0	0	-0.1	-20	-4.2	-0.74	-0.28	0
CCOC(=O)c1c(NC(=O)CCN2CCOCC2)sc2c1CC(C)(C)OC2	-0.1	1	nt	-3.3	-1	0.8	-0.25	0.74	nt
COc1ccccc1N1CCN(C(=O)C(NS(=O)(=O)c2cccs2)c2ccccc2)CC1 (configuration not stated)	-0.4	-3	-8	0.5	1	3.0	0.18	0.53	-4
O=C(c1cccc2c1-c1ccccc1/C2=N/O)N1CCCCC1	-0.4	14	23	-1.8	31	1.7	-0.96	1.2	10
CCOC(=O)COc1ccc2c(c1)C(=O)CC(C)(C)O2	-1.4	0	-5	nt	nt	-3.0	-0.48	-0.28	nt
CCn1cc(Br)c(C(=O)Nc2ccc(F)c(Cl)c2)n1	0.3	1	11	-1.2	nt	16	nt	nt	0
COc1ccc(NC(=O)CN2CCN(CC(=O)Nc3ccccc3F)CC2)cc1OC	-0.2	-9	-13	-0.1	-14	-2.9	0.034	1.5	0
Cc1ccc(C(=O)c2nocc2C(=O)c2cccs2)cc1	-0.9	-11	9	-0.4	-9	-0.8	-0.36	0.089	3
CCS(=O)(=O)N1CCC(C(=O)NCC2CCCO2)CC1 (configuration not stated)	1.3	-2	-11	-0.4	-19	-4.0	0.34	1.1	-1
CCc1ccc(CNC(=O)CN2C(=O)COc3ccccc32)cc1	0.4	-4	15	-0.5	-12	-1.0	-0.34	-0.79	-2
CCc1nnc(SCc2ccc(C(=O)OC)o2)n1N	-1.0	-8	3	-0.5	-16	-2.2	-0.77	0.022	0
CCOc1cc(C(=O)N(C)Cc2cc3ccccc3[nH]c2=O)cc(OCC)c1OCC	0.2	-2	-9	0.5	-7	0.5	-1.2	-0.72	-5
NC(=O)C1CCN(C(=O)C2CCN(S(=O)(=O)c3ccccc3)CC2)CC1	-0.2	8	-6	-1.3	3	-0.4	0.81	-0.14	5
CCOC(=O)N1CCN(C(=O)c2ccccc2N(C)S(C)(=O)=O)CC1	0.4	1	-8	-0.1	-32	-3.1	0.9	-1.3	-1
Cc1cccc(NC(=O)Nc2cccc(C#N)c2)n1	0.5	-6	27	-0.7	-31	-0.2	0.0088	-0.11	-5

Entries above shown as hits in M1 antagonist:
Molecule	HTR1E agonist	HTR1E antagonist	5-HT1A blocker	S1P3 agonist	S1P1 ag-PAM	HTR1A agonist	M1 antagonist	M1 ag
CC12CCC(=O)N1c1ccccc1C(=O)N2c1ccccc1 (configuration not stated)	-0.8	-10	8	-0.7	-26	0.1	2.3*	1.1
Cc1sc2ncnc(NCC(c3ccco3)N(C)C)c2c1C (configuration not stated)	-1.2	12	-1	-0.9	-1	-2.4	-21*	-0.81
O=C(Cn1cc(/C=N/O)c2ccccc21)N1CCOCC1	-2.6	-7	8	-1.1	1	-3.3	-2.2*	-0.67
